Source: PubChem BioAssay (several laboratories)
Yeast superoxide = reduction of superoxide in aged yeast, primary screen, HTS; superoxide response (% of plate mean), % at 10 µM; 0.18% of 330,000 active; AID 2690, 2010; S. cerevisiae aged cells, superoxide DHE fluorescence; hits give low values;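 active = superoxide response under a set limit, about three screen SD below normal, cut at about 65% in these data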;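 also: yeast aged for seven days with compound at 30 °C before DHE staining; 100% = average MFI of all compound-treated wells on the plate with controls excluded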
GASC-1 inh = inhibitors of GASC-1 histone demethylase, primary screen, biochemical, fluorescence, DELFIA europium | GST-JMJD2C(1-420) H3K9me3 demethylation | inhibition, % at 2.35 µM | 0.069% of 330,000 active;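 active = more than half of a compound's replicate wells show inhibition beyond 50%, single wells judged on their own value; inconclusive = some, but no more than half, of replicates pass 50% inhibition; inactive = no replicate passes 50% inhibition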;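 also: signal counts dimethyl H3K9 product captured on neutravidin plate; 0% = median of DMSO wells and 100% = 0.3 times that DMSO median; strong numbers were not always called active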
Target sequence (Q9H3R0 1-420 limits assumed): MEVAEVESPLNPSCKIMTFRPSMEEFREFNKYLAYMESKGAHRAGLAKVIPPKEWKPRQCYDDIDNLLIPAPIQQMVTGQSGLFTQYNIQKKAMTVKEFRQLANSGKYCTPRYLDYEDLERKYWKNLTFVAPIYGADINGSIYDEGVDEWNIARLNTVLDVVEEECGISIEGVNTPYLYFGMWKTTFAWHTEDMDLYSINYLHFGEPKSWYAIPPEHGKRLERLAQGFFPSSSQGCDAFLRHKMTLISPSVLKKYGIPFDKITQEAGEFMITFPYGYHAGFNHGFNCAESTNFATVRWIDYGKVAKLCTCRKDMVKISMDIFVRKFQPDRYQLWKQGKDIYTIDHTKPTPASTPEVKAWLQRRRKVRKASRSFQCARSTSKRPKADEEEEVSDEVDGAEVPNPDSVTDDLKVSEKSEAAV
AHR act = AHR activators, primary screen, cell-based, luminescence, luciferase reporter, human. activation, % at 5 µM. Aryl hydrocarbon receptor (Homo sapiens), P35869. AID 2796, 2010. AHR-responsive luciferase reporter cells. 2.5% of 320,000 active; in the data active = activation above about 47%;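 also: 0% = vehicle wells and 100% = reference agonist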
MEP2-GFP yeast = modulators of MEP2-GFP levels in yeast, primary screen, S. cerevisiae, multiplex flow cytometry, MLPCN library; S. cerevisiae MEP2-GFP strain, 3 h; 100% = DMSO control level; GFP response vs DMSO, % at 10 µM; 0.51% of 330,000 active; AID 2016, 2009;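 active = GFP response versus DMSO above a set limit, roughly screen mean plus 3 SD, cut at about 180% in these data; inconclusive = fewer than 70 cells counted for a yeast strain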;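 also: median GFP fluorescence of the barcode-gated MEP2-GFP cells per well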
RPL19A-GFP yeast = RPL19A-GFP expression modulators in yeast, primary screen, cell-based, S. cerevisiae, multiplex flow cytometry, MLPCN; AID 2025, 2009; 0.3% of 330,000 active; percent response vs DMSO, % at 10 µM; S. cerevisiae RPL19A-GFP strain, 3 h; hits give low values;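 active = percent response vs DMSO below 50%; inconclusive = fewer than 70 events counted for the yeast strain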;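 also: median channel GFP fluorescence of the barcoded RPL19A-GFP strain; ratio of sample median GFP to plate DMSO average so 100% = DMSO; lower means less RPL19A-GFP as with rapamycin TOR inhibition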
LAP4-GFP MLPCN = modulators of LAP4-GFP expression in yeast, primary screen, S. cerevisiae, multiplex flow cytometry, MLPCN library. 3 h; median GFP as percent of DMSO wells. GFP response vs DMSO, % at 10 µM. 0.34% of 320,000 active;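 active = GFP response vs DMSO above a set limit, about the screen mean plus 3 SD, cut at about 150% in these data; inconclusive = under 70 cell events counted for the yeast strain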
proCasp3 act = activators of human procaspase-3 D3A mutant, primary screen, biochemical, absorbance, PC-3 D3A mutant, single concentration; AID 463141, 2010; 0.11% of 330,000 active; activation, % at 8.5 µM; recombinant procaspase-3 D3A, Ac-DEVD-pNA absorbance 405 nm;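 active = activation above the mean of all tested compounds plus 3 SD, cut at about 21% in these data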;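 also: 0% = DMSO alone and 100% = DMSO wells spiked with extra 5 µM PC-3 D3A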
Target sequence (P42574 whole entry D9A/D28A/D175A): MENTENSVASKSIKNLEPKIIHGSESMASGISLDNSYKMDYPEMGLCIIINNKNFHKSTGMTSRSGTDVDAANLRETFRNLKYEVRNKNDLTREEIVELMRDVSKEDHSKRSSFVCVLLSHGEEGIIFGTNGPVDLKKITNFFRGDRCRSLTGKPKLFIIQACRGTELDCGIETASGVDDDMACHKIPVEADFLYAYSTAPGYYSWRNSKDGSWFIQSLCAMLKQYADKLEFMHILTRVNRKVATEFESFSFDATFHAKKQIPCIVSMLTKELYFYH
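Assay system: Procaspase-3 D3A mutant, all three cleavage aspartates alanine. Buffer or medium: Zinc-free HEPES saline buffer with Triton X-100. Times: 1 h compound preincubation, 2 h substrate hydrolysis at 25 °C. Measured by: 405 nm absorbance of p-nitroaniline, reads at 0 and 120 min. Read-out basis: percent activation relative to control range. Replicates: singlicate.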
proCasp7 act = procaspase-7 activators, primary screen, counter-screen for procaspase-3 activator project, biochemical, absorbance, HTS, human | Caspase-7 (Homo sapiens), P55210 | recombinant procaspase-7, Ac-DEVD-pNA absorbance 405 nm; D23A/D198A/D206A triple mutant, cannot self-cleave; scale: DMSO 0, 5 µM enzyme 100 | activation, % at 8.5 µM | 0.093% of 330,000 active | AID 463210, 2010;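 active = percent activation above the screen-wide mean plus 3 SD, cut at about 25% in these data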
Target sequence (P55210 whole entry D23A/D198A/D206A): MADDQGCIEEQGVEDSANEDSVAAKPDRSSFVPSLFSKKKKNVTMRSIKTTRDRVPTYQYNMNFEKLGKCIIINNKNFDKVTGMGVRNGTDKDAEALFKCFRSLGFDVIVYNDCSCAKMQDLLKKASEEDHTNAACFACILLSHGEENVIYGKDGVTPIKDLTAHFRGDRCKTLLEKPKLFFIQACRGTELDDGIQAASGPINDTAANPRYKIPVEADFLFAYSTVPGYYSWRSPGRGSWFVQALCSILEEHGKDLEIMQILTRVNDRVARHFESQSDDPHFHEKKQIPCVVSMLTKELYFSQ
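Assay system: Uncleavable procaspase-7 mutant enzyme / Input: 2 µM procaspase-7 mutant as dispensed / Dosing: single nominal 8.5 µM compound dose, 0.8% DMSO final / Timing: 1 h enzyme–compound preincubation and 2 h substrate reaction, both 25 °C / Detection: p-Nitroaniline absorbance at 405 nm, read at 0 and 120 min / Replication: singlicate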
An asterisk follows results filed as active; ? = inconclusive.

SMILES | Yeast superoxide | GASC-1 inh | AHR act | MEP2-GFP yeast | RPL19A-GFP yeast | LAP4-GFP MLPCN | proCasp3 act | proCasp7 act
CCCCC(=O)Nc1ccc(C(=O)NCC(=O)OC)cc1 | 103 | -4 | 0 | 96 | 93 | 95 | -5 | 0
COc1ccccc1NC(=O)CN1C(=O)CSC(C)C1=O (stereo unspecified) | 89 | -2 | -2 | 108 | 104 | 98 | 5 | 5
O=C(NCCn1cc(SCc2ccccc2F)c2ccccc21)c1c(F)cccc1F | 112 | 8 | 18 | 92 | 88 | 98 | 5 | 3
Cc1ccccc1CN1CCN(CC(=O)NCc2ccc3c(c2)OCO3)C1=O | 104 | 11 | 12 | 101 | 100 | 104 | 1 | 5
CCC(C)(C)NC(=O)COc1ccc(OCc2ccccc2)cc1 | 105 | -1 | 0 | 103 | 102 | 101 | -4 | 7
COCCNC(=O)Cn1c(=O)n(C)c2ccccc21 | 85 | -3 | -2 | 109 | 104 | 93 | 3 | 10
CN(C)c1nnnn1Cc1ccccc1 | 95 | -8 | 0 | 99 | 98 | 101 | -2 | 6
CN(C)/C=N/c1c(C#N)cnn1-c1ccc(C(F)(F)F)cn1 | 108 | 15 | 6 | 93 | 93 | 89 | 7 | -4
COC(=O)[C@@H](Cc1ccccc1)NC(=O)NCCc1ccc(OC)c(OC)c1 | 105 | 3 | 1 | 111 | 106 | 104 | 11 | -6
CCOC(=O)c1c(NC(C)=O)sc2c(OC(C)=O)cccc12 | 102 | -6 | -1 | 103 | 96 | 100 | 3 | 4
O=C(c1ccccc1-c1ccccc1)N1CCCC1 | 108 | -2 | 1 | 103 | 112 | 105 | -2 | -1
NS(=O)(=O)c1ccc(CCNC(=O)CCCCCNc2nc(=S)[nH]c3ccccc23)cc1 | 118 | 8 | 3 | 97 | 101 | 101 | -16 | -22
Cc1ccc(-n2c(SCC(=O)N3CCCC3)nc3c(c2=O)SCC3)cc1 | 88 | -16 | 4 | 102 | 102 | 95 | -2 | -9
COc1cc(SC#N)ccc1N=Cc1c(C)[nH]n(-c2ccc(C)cc2C)c1=O | 95 | 3 | 8 | 100 | 98 | 117 | -12 | -12
Cc1ccc(SCc2cc(=O)[nH]c(Nc3nc(C)c4ccc(C)cc4n3)n2)cc1 | 102 | 2 | 0 | 92 | 96 | 100 | -1 | 4
Cc1c(NC(=O)[C@@H](NC(=O)c2ccc(Cl)c([N+](=O)[O-])c2)C(C)C)c(=O)n(-c2ccccc2)n1C | 95 | -8 | 0 | 101 | 97 | 103 | 2 | 11
COc1ccc(-n2nc(C(=O)NCC(=O)NC3CCCC(C)C3C)c3ccccc3c2=O)cc1 (stereo unspecified) | 92 | -2 | -1 | 101 | 96 | 99 | 8 | 5
CCOC(=O)C1CCCN(C(=O)c2cccc(N3C(=O)c4ccccc4C3=O)c2)C1 (stereo unspecified) | 93 | -9 | 0 | 102 | 104 | 101 | 5 | 2
CCOC(=O)COc1cc2c3c(c(=O)oc2cc1C)CCCC3 | 94 | -4 | 0 | 101 | 86 | 92 | 9 | 8
CN1CCN(S(=O)(=O)c2cccc3nsnc23)CC1 | 98 | 10 | -1 | 94 | 93 | 85 | 1 | 6
O=C(NCc1ccccc1)C(c1ccccc1)N(C(=O)c1csnn1)C1CCCC1 (stereo unspecified) | 86 | -3 | 1 | 111 | 106 | 97 | 1 | -3
CC(=O)N(CN1C(=O)c2ccccc2C1=O)c1ccccc1 | 102 | -8 | -3 | 102 | 98 | 102 | 6 | 4
COc1ccccc1NS(=O)(=O)c1cc(NC(=O)c2ccc(Cl)nc2)ccc1N1CCCC1 | 107 | -4 | 12 | 104 | 112 | 108 | -29 | -14
CCOC(=O)CC1C(=O)NCCN1C(=O)COc1ccc(C(C)(C)C)cc1 (stereo unspecified) | 126 | -2 | -3 | 104 | 103 | 101 | 0 | 6
CCCCNC(=O)CN1C(=O)C(CC)Oc2ccc(Cl)cc21 (stereo unspecified) | 78 | -4 | 5 | 101 | 104 | 104 | 8 | -1

Single records, from the list above. Values in the order: Yeast superoxide, GASC-1 inh, AHR act, MEP2-GFP yeast, RPL19A-GFP yeast, LAP4-GFP MLPCN, proCasp3 act, proCasp7 act
Record of COc1ccccc1NC(=O)CN1C(=O)CSC(C)C1=O (stereo unspecified) = 89, -2, -2, 108, 104, 98, 5, 5
Record of CCCCNC(=O)CN1C(=O)C(CC)Oc2ccc(Cl)cc21 (stereo unspecified) = 78, -4, 5, 101, 104, 104, 8, -1
Record of CCC(C)(C)NC(=O)COc1ccc(OCc2ccccc2)cc1 = 105, -1, 0, 103, 102, 101, -4, 7
Record of COCCNC(=O)Cn1c(=O)n(C)c2ccccc21 = 85, -3, -2, 109, 104, 93, 3, 10

(next part)
SMILES | Yeast superoxide | GASC-1 inh | AHR act | MEP2-GFP yeast | RPL19A-GFP yeast | LAP4-GFP MLPCN | proCasp3 act | proCasp7 act
CCOC(=O)c1cnn(CCOC(=O)c2ccccc2F)c1NC(=O)c1ccccc1F | 125 | -11 | 3 | 99 | 98 | 100 | -15 | 11
O=C(O)c1cc(NS(=O)(=O)c2ccc3ccccc3c2)ccc1O | 93 | -9 | 1 | 107 | 103 | 96 | 8 | 7
COC(=O)COc1ccc(-n2cnnn2)cc1 | 108 | 6 | 1 | 105 | 108 | 86 | 7 | 5
Cc1cc(C)n(-c2cccc(CN(C)Cc3nc(-c4cnccn4)no3)c2)n1 | 96 | -24 | 0 | 100 | 100 | 107 | 3 | 5
CC1=NN(S(=O)(=O)c2ccc(Cl)cc2Cl)C(=O)c2ccccc2O1 | 113 | 0 | 5 | 101 | 104 | 102 | 8 | 1
CCCC(=O)NNc1cc(=O)c2c(=O)n(C)c(=O)n(C)c2[nH]1 | 97 | 4 | 3 | 102 | 108 | 104 | 21 | 2
CCOC(=O)c1oc2ccc(S(=O)(=O)Nc3ccc4c(c3)n(C)c(=O)n4C)cc2c1C | 107 | -7 | 0 | 99 | 98 | 104 | -1 | 3
COc1ccc(OC)c(-c2cc(C(=O)N/N=C/c3ccc(F)cc3)c3ccccc3n2)c1 | 104 | -8 | 25 | 98 | 97 | 103 | 7 | 4
c1ccc(CCCc2nc(-c3ccccn3)no2)cc1 | 99 | 2 | -4 | 95 | 93 | 104 | 3 | -5
O=C(Cc1cccc2ccccc12)Nc1c(F)cccc1F | 87 | -23 | 2 | 100 | 102 | 107 | -4 | 4
Cc1occc(=O)c1OC(=O)Nc1ccccc1 | 91 | 3 | -1 | 98 | 94 | 92 | 12 | 2
CCCC(C)C(=O)Nc1ccc(F)c(Cl)c1 (stereo unspecified) | 85 | -33 | 2 | 88 | 95 | 100 | 7 | 4
Nc1c(S(=O)(=O)c2ccccc2)c2nc3ccccc3nc2n1CCN1CCOCC1 | 93 | 4 | -2 | 107 | 105 | 94 | -3 | -3
COc1cc(C)c(CN2CCC(Oc3ccc(C(=O)N4CCCC4)cc3)CC2)cc1C | 118 | 2 | -7 | 101 | 102 | 95 | -6 | 15
COc1ccc(OC)c(S(=O)(=O)N2CCC(C(=O)Nc3cc(C)ccc3C)CC2)c1 | 103 | 0 | 0 | 101 | 92 | 92 | 5 | 12
O=C(NCc1n[nH]c(=S)n1-c1ccccc1)c1ccc(S(=O)(=O)N2CCCCC2)cc1 | 73 | -1 | 3 | 110 | 105 | 94 | 4 | -16
CC1CC(C)CN(C(=O)C2CCN(S(=O)(=O)c3cccs3)CC2)C1 (stereo unspecified) | 95 | 0 | 0 | 100 | 105 | 102 | -6 | -2
CCOC(=O)C1=C(C)N(c2ccccc2)C(=O)C1 | 104 | 48 | -1 | 96 | 97 | 95 | -8 | -6
O=C(CSc1nnnn1-c1ccccc1)Nc1ccccc1 | 89 | 4 | 14 | 106 | 100 | 88 | 7 | -8
CN(C)CC(=O)c1ccc(-c2ccccc2)cc1 | 76 | -6 | -2 | 107 | 95 | 111 | -3 | 4
Cc1ccc(S(=O)(=O)Nc2cccc(-c3ccc(N4CCCCCC4)nn3)c2)c(C)c1 | 121 | 1 | 11 | 100 | 101 | 106 | -5 | -2
COC(=O)c1ccc(N2CCN(C)CC2)c(NC(=O)c2cccs2)c1 | 96 | 4 | 4 | 106 | 101 | 91 | 0 | -11
CCC(=O)Nc1cccc(C2=NOC3(C2)C[C@@H](C(N)=O)N(C(=O)c2cc([N+](=O)[O-])cc([N+](=O)[O-])c2C)C3)c1 (stereo partly specified) | 100 | ? | 0 | 92 | 103 | 126 | -8 | -1
CC(NC(=O)c1cc2ccccc2o1)c1cccs1 (stereo unspecified) | 96 | 8 | 0 | 87 | 108 | 97 | 1 | 5
Cc1ccc(S(=O)(=O)N(Cc2cc3ccccc3[nH]c2=O)c2cccc(C)c2)cc1 | 109 | -6 | 2 | 102 | 98 | 101 | 7 | 1
CCOC(=O)C1=C(O)/C(=C\c2ccc(CNS(=O)(=O)c3ccc(Br)cc3)o2)N=C1C | 94 | -7 | 5 | 106 | 100 | 92 | -14 | -17

Just MEP2-GFP yeast and LAP4-GFP MLPCN, for 7 of the compounds above:
Structure	MEP2-GFP yeast	LAP4-GFP MLPCN
COc1ccc(-n2nc(C(=O)NCC(=O)NC3CCCC(C)C3C)c3ccccc3c2=O)cc1 (stereo unspecified)	101	99
CCOC(=O)C1CCCN(C(=O)c2cccc(N3C(=O)c4ccccc4C3=O)c2)C1 (stereo unspecified)	102	101
CCOC(=O)COc1cc2c3c(c(=O)oc2cc1C)CCCC3	101	92
CN1CCN(S(=O)(=O)c2cccc3nsnc23)CC1	94	85
O=C(NCc1ccccc1)C(c1ccccc1)N(C(=O)c1csnn1)C1CCCC1 (stereo unspecified)	111	97
CC(=O)N(CN1C(=O)c2ccccc2C1=O)c1ccccc1	102	102
COc1ccccc1NS(=O)(=O)c1cc(NC(=O)c2ccc(Cl)nc2)ccc1N1CCCC1	104	108
